TRPV1 agonist – agonists of human vanilloid receptor 1 (TRPV1); Q8NER1; TRPV1-expressing cells, Fluo-8 calcium influx, agonist mode; activation, % at 8.33 µM; 0.19% of 320,000 active; AID 540275; in the data active = activation above about 80%; inconclusive = between about 30% and that limit; note: 0% is about no effect
Target sequence (Q8NER1 whole entry, looked up): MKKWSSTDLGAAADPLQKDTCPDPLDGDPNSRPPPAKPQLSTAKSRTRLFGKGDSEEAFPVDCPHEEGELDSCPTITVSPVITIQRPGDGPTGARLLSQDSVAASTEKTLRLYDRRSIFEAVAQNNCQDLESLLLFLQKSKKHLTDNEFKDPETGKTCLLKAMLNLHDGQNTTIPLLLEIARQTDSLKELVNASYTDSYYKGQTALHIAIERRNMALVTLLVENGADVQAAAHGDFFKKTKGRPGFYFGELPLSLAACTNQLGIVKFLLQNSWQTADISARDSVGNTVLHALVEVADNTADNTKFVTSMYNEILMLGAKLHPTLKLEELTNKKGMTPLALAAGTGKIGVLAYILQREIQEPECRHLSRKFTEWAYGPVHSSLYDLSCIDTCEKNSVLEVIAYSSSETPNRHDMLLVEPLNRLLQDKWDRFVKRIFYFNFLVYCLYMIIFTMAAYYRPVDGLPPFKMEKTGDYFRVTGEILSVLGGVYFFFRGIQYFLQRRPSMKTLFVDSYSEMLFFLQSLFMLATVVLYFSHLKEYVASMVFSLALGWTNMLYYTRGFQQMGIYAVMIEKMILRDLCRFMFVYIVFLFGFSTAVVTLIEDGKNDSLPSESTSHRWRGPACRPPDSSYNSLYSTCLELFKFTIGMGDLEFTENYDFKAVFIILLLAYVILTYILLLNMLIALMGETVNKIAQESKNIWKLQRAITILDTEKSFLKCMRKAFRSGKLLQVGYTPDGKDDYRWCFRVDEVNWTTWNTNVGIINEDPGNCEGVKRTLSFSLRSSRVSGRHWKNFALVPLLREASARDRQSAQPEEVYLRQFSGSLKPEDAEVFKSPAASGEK
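Cells expressing TRPV1 were dye-loaded with Fluo-8 and read kinetically: 10 s baseline, 3 min after compound (agonist portion), then 2 min after EC20 capsaicin (allosteric enhancer portion). Calcium-bound dye fluorescence at 480/520 nm.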
ELG1 DNA repair – blocks ELG1-dependent DNA repair in HEK293T cells | HEK293T ELG1-luciferase reporter, luminescence, 16 h; DNA damage induced by 5-fluorouridine | Potency, µM (highest dose often 46.1 µM), without a hit: at the top dose activity change, negative = inhibition, most hits filed as inhibitors | 2.3% of 330,000 active | AID 504467; note: potency is the fitted concentration of half-maximal effect; % is set by controls: 0 for no effect and ±100 for the full control effect; nearly all actives have a fitted effect of over 55% in size
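Overnight (16 hr) co-exposure of 2,000 cells/well to 5-fluorouridine and compound at 37 °C preceded detection. Luciferase was quantified via ONE-Glo luminescence; loss of signal denotes inhibition.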
CXXC DNA block – MLL CXXC-DNA interaction inhibition. AID 2662. 0.037% of 290,000 active. Potency, µM (series often up to 115 µM), for the others: at the top dose activity change, negative = inhibition, actives largely listed as inhibitors. MLL-CXXC / FITC-HOXA9 DNA fluorescence polarization; active = well fitted inhibition curve with a large enough effect in the polarisation, with a control signal flat, not every such curve was filed as active; inconclusive = small, poorly fitted or top-dose-only effect, or effect the other way, or a change in a side signal; inactive = no such curve, though single readings can be large or run the other way; the % refers to the polarisation; note: potency is the fitted concentration of half-maximal effect
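Steps: dispense CXXC domain solution (7 uM) → pin compounds or unlabeled HOX-A9 DNA control → 5 min ambient → add FLSN-HOX-A9 solution (50 nM) → spin → 30 min ambient → fluorescence polarization. Tris pH 7.5/NaCl/DTT/BSA buffer.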
B2AR arrestin – recruits beta-arrestin to the human beta2-adrenergic receptor. beta-arrestin recruitment to beta2AR, cell-based reporter. Potency, µM (doses to about 46.1 µM), without a hit: at the top dose activation, actives largely listed as activators. AID 492947. P07550. 0.02% of 330,000 active;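 note: potency is the fitted concentration of half-maximal effect; 0% = DMSO controls and full agonism = EC100 isoproterenol or metaproterenol; nearly all actives have a fitted effect of over 65% in size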
AT treatment – potential ataxia-telangiectasia treatments restoring KAP-1 phosphorylation; […] A-T fibroblasts, KAP-1 phosphorylation AlphaLISA; neocarzinostatin DNA damage 30 min before lysis; Potency, µM (series often up to 57.5 µM), for the others: top-dose activation, usual class: activators; 0.19% of 320,000 active; AID 485349; note: potency is the fitted concentration of half-maximal effect; % of control where 0% means no effect; nearly all actives have a fitted effect of over 45% in size
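ATM-like activity read as KAP-1 phosphorylation via AlphaLISA donor/acceptor antibody pairs after lysis and 6 hr at 25C. Cells were ATM-null patient fibroblasts ([…], hTERT), dosed 60 min, then exposed to the DSB inducer NCS for 30 min.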
a7 integrin act – activates integrin-mediated alleviation for muscular dystrophy; alpha7betagal myoblasts, beta-gal FDG fluorescence, 48 h; Potency, µM (titrated, usually from 38.3 µM), for inactives: at the highest dose activation, hits mostly activators; 0.064% of 350,000 active; AID 624291;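 note: potency is the fitted concentration of half-maximal effect; 100% = response of the positive control SU9516; nearly all actives have a fitted effect of over 60% in size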
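Alpha7betagal+/- myoblasts (passage 13) were plated 16-24 hr, then exposed to compounds (1:260 dilution of DMSO stock) for 48 hours at 37C. After MPER lysis, β-galactosidase reporter activity was read as FDG fluorescence (ex 480/em 540) after 30 minutes.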
p53 reactivator – re-activators of mutant p53; H1299 p53-A138V BP100-luciferase reporter, luminescence, 24 h; 0.063% of 320,000 active; Potency, µM (top dose mostly 92.2 µM), for inactives: at the top dose activity change, positive = activation, most hits filed as activators; note: potency is the fitted concentration of half-maximal effect; % of control where 0% means no effect; nearly all actives have a fitted effect of over 45% in size
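p53-null H1299 cells stably carrying temperature-sensitive p53-A138V and a BP100-luciferase reporter were pinned with compounds (4-point, 1:5 series) and held 24 hrs at 37 deg C. Luminescence was read 10 min after detection reagent.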
BRCA1 expr up – BRCA1 expression activation | Potency, µM (titrated, usually from 46.1 µM), without a hit: top-dose activation, hits mostly activators | MCF7-BRCA1-FFLuc reporter, luminescence, 48 h; response scale: scaled: vehicle 0%, 10 µM genistein 100% | 1.1% of 380,000 active | AID 624202; note: potency is the fitted concentration of half-maximal effect; nearly all actives have a fitted effect of over 80% in size; some results filed as inactive show a strong effect at the top dose
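48 h compound treatment of MCF7-BRCA1-FFLuc cells (phenol-red free MEM, 37 °C), then 15 min with luciferase substrate and luminescence imaging.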
TCR activator – activators of T cell receptors | primary human leukocytes, anti-CD3, IL-2 HTRF, 48 h | Potency, µM (top dose mostly 9.22 µM), for inactives: at the highest dose activation of IL-2 secretion, usual class: activators | 330,000 tested, under 10 active | AID 504894; note: % of control where 0% means no effect
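Compounds are tested in HTS on primary human leukocytes co-incubated with a-CD3 beads for 48 hr. IL-2 output is measured by time-resolved FRET.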
TSG101-PTAP inh – blocks PTAP/TSG101 interaction to inhibit HIV-1 budding; Q99816; Fluorescence polarization, FITC-PTAP peptide / Tsg101 binding; Potency, µM (top dose mostly 115 µM), inactives show top-dose activity change, negative = inhibition, hits mostly inhibitors; 340,000 tested, under 10 active; active = well fitted inhibition curve with a large enough effect in the main read-out, with a control signal flat, not every such curve was filed as active; inconclusive = small, poorly fitted or top-dose-only effect, or effect the other way, or a change in a side signal; inactive = no such curve, though single readings can be large or run the other way; note: potency is the fitted concentration of half-maximal effect; % of control where 0% means no effect
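FP read-out: FITC-PTAP peptide, 50 nM final, binding Tsg101 binding domain, 10 uM final; 20 min, r.t.; 10 mM HEPES pH 7.5, 0.15 M NaCl, 0.01% Tween 20, 3 mM EDTA, 0.1 mM TCEP.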
The depositor's hits bear a star; ? = inconclusive; · = not tested or not shown; & = joins results of further samples; [ ] = remark or other dose. Unless noted, calls come from the whole dose curve; as a rule, active = well fitted curve in the direction sought with a large enough effect; inconclusive = small, poorly fitted or top-dose-only effect, or another doubt; inactive = no such curve, though single readings can be large; an effect the other way counts as inactive or inconclusive.

smiles	TRPV1 agonist	ELG1 DNA repair	CXXC DNA block	B2AR arrestin	AT treatment	a7 integrin act	p53 reactivator	BRCA1 expr up	TCR activator	TSG101-PTAP inh
COc1ccc(C)cc1Cn1nnc2ccccc21	3.1	10.7%	·	0.4%	26.8%	11.8%	0.5%	16.1%	-2.1%	-1.5%
O=C(CSc1nc2ccc(Nc3nc(N4CCCC4)nc(N4CCCC4)n3)cc2s1)NCc1ccco1	-3.7	?	-13.3%	-0.5%	-4.6%	17.3%	-1.5%	-7.0%	1.4%	-1.0%
O=C(CN1C(=O)NC2(CCc3ccccc32)C1=O)Nc1ccccc1OC(F)F (stereo not given)	-3.2	11.0%	·	0.1%	4.5%	34.3%	-9.0%	1.9%	2.6%	1.4%
O=C(N/N=C\c1ccc(Cl)cc1)C1=NOC2COC3(CCN(c4ccc([N+](=O)[O-])cc4)CC3)OCC12 (stereo not given)	1.2	?	12.9%	0.1%	40.4%	-15.2%	-4.0%	-25.7%	-1.0%	-4.1%
CC(=O)Nc1ccc(Nc2cc(C)nc3ccccc23)cc1	·	·	·	·	·	-6.2%	·	3.6%	-5.6%	-0.1%
COc1ccc2c(c1)c(=O)oc1cc(OCC(=O)NC3CCCCC3)ccc12	-0.4	11.0%	-9.0%	-3.9%	-1.2%	-11.0%	6.8%	18.1%	-27.7%	-1.7%
CC(=O)NC12CC3CC(C1)CC(C(=O)N1CCN(c4ncccn4)CC1)(C3)C2	·	·	·	·	·	1.6%	·	-2.4%	-5.0%	-5.4%
Cc1cccc(C)c1NC(=O)C1CCCNC1 (stereo not given)	0.1	-0.9%	-6.0%	-0.7%	3.7%	33.1%	5.6%	3.3%	-2.9%	-4.1%
COc1ccc(N(C(=O)/C=C/c2ccc(OC)c(OC)c2)C2=CC3CCC(C2)N3C)cc1 (stereo not given)	0.3	-1.3%	15.2%	0.1%	-1.0%	-35.0%	5.5%	-28.4%	0.5%	-4.3%
C=CCn1c(SCC(=O)Nc2cc(NC(C)=O)ccc2OC)nnc1-c1ccccn1	-0.4	-0.3%	-8.1%	-0.3%	-2.6%	17.3%	0.2%	0.3%	-4.6%	-3.8%
Cc1ccccc1OCc1nnc(SCC(=O)Nc2ccc(N3CCOCC3)c(Cl)c2)n1C	1.7	-22.9%	-10.0%	-0.2%	-2.2%	-15.9%	1.6%	-9.2%	-2.9%	-4.9%
COc1ccc(N2CCN(C(=O)CSc3nnc(NC(=O)C4CC4)s3)CC2)cc1	0.4	?	-9.2%	0.3%	-0.2%[11.5 µM]	9.4%	-4.4%	1.0%	0.4%	-5.6%
[O-]/[N+](=C\c1ccccc1)[C@@H]1CCCC[C@@H]1/[N+]([O-])=C/c1ccccc1	-1.8	-0.1%	-0.9%	-0.4%	1.6%	8.0%	-1.1%	8.4%	5.2%	-0.2%
COC(=O)c1ccccc1NC(=S)N(Cc1ccc2c(c1)OCO2)Cc1cc2cc(C)ccc2[nH]c1=O	-2.0	6.51µM*	17.3%	-0.3%	0.1%	5.2%	-2.7%	-40.7%	0.9%[46.1 µM]	-1.6%
CCN1CCN(CCCCOc2ccccc2F)CC1	0.8	4.4%	1.3%	-0.8%	1.0%	0.0%	3.5%	6.9%	-4.0%	-1.9%
COC(=O)C1=C(C)N(Cc2ccccc2)C(=NCc2cccc(C(F)(F)F)c2)N[C@H]1c1cccc(C(F)(F)F)c1	17.9	18.3µM*	118.4%[activator]	-0.6%&0.1%	-3.7%&3.2%	0.4%	-5.7%	7.4%	-4.8%	?
CCC1(c2ccccc2)NC(=O)N(CC(=O)Nc2ccccc2N2CCCC2)C1=O (stereo not given)	13.5	3.2%	·	0.0%	-0.6%	-30.0%	-8.7%	-17.9%	1.8%	-3.8%
O=C(/C=C\c1ccc(-c2cccc([N+](=O)[O-])c2)o1)N1CCOCC1	?	-2.5%	-5.2%	0.2%	-3.9%	-13.1%	-3.8%	?	0.1%	-0.8%
Cc1ccc2nc(-c3ccccc3)c(CC(=O)O)c(C(=O)O)c2c1	5.8	8.7%	-2.2%	0.0%	9.8%	-11.5%	-2.1%	-13.8%	0.2%	-1.6%
Cc1ccc(Nc2nc(N)c(C#N)c(CC#N)c2C#N)cc1	-2.5	8.4%	-2.3%	0.0%	2.6%	?	-4.4%	0.0%	-4.5%	-0.9%
COc1cc(C2=NOC(C(=O)NCc3ccco3)C2)cc(OC)c1OC (stereo not given)	5.3	3.6%	0.8%	0.0%	-2.4%	-13.2%[7.66 µM]	-3.7%	-72.8%	·	-7.9%
Nc1[nH][nH]c(=O)c1N=Nc1ccc2c(c1)OCO2	-1.8	?	-6.6%	-0.3%	-0.4%	?	11.4%	12.6µM*	0.3%	-0.3%
CN(C)CCN(C(=O)CN1C(=O)c2ccccc2C1=O)c1nc2cc3c(cc2s1)OCCO3	-2.3	?	·	-0.4%	8.7%	-15.2%	9.5%	?	-3.2%	-7.6%
Nc1[nH]nc2c1NN(c1ccc(Cl)cc1Cl)N2	-0.7	?	1.1%	0.2%	4.8%	-7.9%	8.3%	36.3%	-1.7%[46.1 µM]	-0.3%
COc1ccccc1CN1CCSCC1	-5.8	2.0%	7.5%	-0.3%	-3.3%	13.4%	-2.5%	9.3%	1.9%	-2.0%
CC(C)(C)OC(=O)N[C@@H](Cc1ccccc1)C(=O)N1CCC(C(=O)N[C@@H](CCC(N)=O)C(=O)O)CC1	1.1	10.7%	4.7%	-0.4%	-8.1%	4.5%	1.6%	-32.4%	-4.0%	-5.4%
O=C1NC(=O)C(CSc2ccccc2)(c2ccccc2)N1 (stereo not given)	·	·	·	·	·	6.7%	·	7.4%	-4.3%	0.4%
COc1ccc2[nH]c(=O)c(CN(CC3CCCO3)C(=O)Nc3ccccc3)cc2c1 (stereo not given)	26.7	?	-3.3%	0.3%	-4.3%	9.1%	9.0%	-8.8%	4.1%	-14.0%
CC(=O)NCC1CCCN(c2nc3nonc3nc2N(C)Cc2ccccc2)C1 (stereo not given)	5.1	7.4%	1.4%	-0.1%	4.6%	-18.5%	-2.6%	-13.4%	-1.6%	-0.6%
CCC(CC)C(=O)Nc1nnc(S(=O)(=O)N2CCCC2)s1	2.4	8.6%	-2.4%	-0.2%	0.9%	-2.9%	4.3%	5.3%	3.1%	-1.9%
CC(=O)N1C(C)(C)CC(=NOC(=O)c2ccc(C)cc2)CC1(C)C	-2.7	4.8%	15.1%	0.2%	4.6%	11.7%	1.2%	-7.0%	-1.3%	-4.2%
O=C(NCCCn1ccnc1)Nc1cccc2ccccc12	0.5	3.8%	-3.4%	-0.3%	-1.6%	22.1%	-6.3%	-34.3%	-1.5%[46.1 µM]	1.1%
COc1ccc(C(=O)CSc2nnc(CNC(=O)c3ccc(OC)cc3)n2C)cc1	-0.8	-1.6%	-2.5%	-0.1%	-10.2%	-14.9%	-12.3%	0.0%	-6.0%	-1.4%
O=C(CSc1nc2[nH]c(=O)cc(O)c2s1)Nc1ccc(Cl)c(C(F)(F)F)c1	2.9	9.9%	·	0.1%	10.5%	-5.2%	-10.4%	-1.3%	-2.5%	-1.3%
COc1ccc(NC(=S)N(CCCN2CCOCC2)Cc2cn(C)c3ccccc23)cc1OC	-0.7	-11.0%	7.9%	0.2%	-0.3%	-3.5%	-13.3%	-14.7%	0.7%[46.1 µM]	2.0%
COC(=O)c1ccccc1NC(=O)N1CCN(c2ccccc2)CC1	11.9	-15.3%	19.0%	-0.1%	5.4%	41.5%	-3.3%	-13.3%	-1.4%	-1.4%
COC(=O)[C@H](CCSC)NC(=O)[C@@H](Cc1cnc[nH]1)NC(=O)OCc1ccccc1	1.6	-12.2%	4.0%	-0.7%	0.0%	2.9%	-1.3%	1.5%	-8.2%	-5.4%
COc1ccc(NC(=O)CCNS(=O)(=O)c2cc(Br)cnc2N)cc1OC	2.4	0.6%	-1.7%	-0.1%	-1.1%	-8.3%	-5.4%	-11.2%	-4.4%	-8.1%
COc1ccc2nc(NC(=O)CCn3cccc3)sc2c1	1.2	26.3%	-4.7%	0.0%	0.1%	32.9%	21.9%	39.9%	7.4%	-7.2%
CCc1ccc(NC(=O)C2CCN(S(=O)(=O)c3ccc4c(c3)N(C(C)=O)CCO4)CC2)cc1	3.4	-1.2%	46.1%[activator]	-0.7%	3.5%	18.2%	-5.2%	-19.0%	3.2%	-4.0%
